HTT aggregate: reduces HttQ103-GFP aggregates in PC12 cells | PC12 HttQ103-GFP aggregates, Acumen cytometry, 40 h | Potency, µM (highest dose often 46.1 µM), for inactives: at the highest dose activity change, negative = inhibition, usual class: inhibitors | actives 1.1% (n = 220,000); further: potency means the concentration at half of the fitted maximal effect; on the % scale 0 is the no-effect control and ±100 the full control effect; nearly all actives have a fitted effect of over 60% in size
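PC12 cells with ecdysone-inducible HTT exon1 Q103-GFP, induced by 100 nM tebufenozide, given compounds in a concentration series. GFP aggregates (1–25 um, 6 SD above background) counted in lysates by laser-scanning cytometry, 488 nm excitation.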
IMPase Li inh: membrane-permeable IMPase blocker, potentiated with lithium | CHO-M1 cells, IP1 TR-FRET (IP-One), carbachol + lithium | Potency, µM (doses to about 59.4 µM), inactives show top-dose activity, negative = IMPase inhibition, actives largely listed as inhibitors | actives 0.35% (n = 210,000) | AID 1457;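 further: IP1 builds up when IMPase is blocked and the TR-FRET signal falls; potency means the concentration at half of the fitted maximal effect; plate controls were basal vehicle for no effect and high inhibitor control for full effect; nearly all actives have a fitted effect of over 50% in size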
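Steps: plate 2000 CHO-M1 cells per well and culture 16–30 h; add compound and lithium; incubate 30 min, 37C; add d2-IP1 tracer and Eu cryptate anti-IP1 antibody in lysis buffer; read after 10 min at room temperature.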
Luc counter: counter-screen: inhibitors of Kinase-Glo firefly luciferase; Q27757; Kinase-Glo luciferase, ATP luminescence, 8 min; Potency, µM (titrated, usually from 38.3 µM), for inactives: top-dose activity change, negative = inhibition, actives largely listed as inhibitors; actives 0.28% (n = 200,000); AID 1379; further: potency means the concentration at half of the fitted maximal effect; on the % scale 0 is the no-effect control and ±100 the full control effect; nearly all actives have a fitted effect of over 60% in size
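Inhibition of Kinase-Glo luciferase light generation was assessed at 10 uM ATP in pH 7.2 imidazole buffer, with luminescence measured after eight minutes at ambient temperature.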
CBFb-RUNX1 inh: inhibitors of human CBF-beta and RUNX1 interaction; Q01196+Q13951; Potency, µM (titrated, usually from 59.8 µM), for inactives: at the highest dose activity, negative = inhibition, hits mostly inhibitors; AlphaScreen CBFb-His/RUNX1-biotin binding, biochemical; 230,000 tested, under 10 active; further: % of control where 0% means no effect
Target sequence (Q01196 whole entry, looked up): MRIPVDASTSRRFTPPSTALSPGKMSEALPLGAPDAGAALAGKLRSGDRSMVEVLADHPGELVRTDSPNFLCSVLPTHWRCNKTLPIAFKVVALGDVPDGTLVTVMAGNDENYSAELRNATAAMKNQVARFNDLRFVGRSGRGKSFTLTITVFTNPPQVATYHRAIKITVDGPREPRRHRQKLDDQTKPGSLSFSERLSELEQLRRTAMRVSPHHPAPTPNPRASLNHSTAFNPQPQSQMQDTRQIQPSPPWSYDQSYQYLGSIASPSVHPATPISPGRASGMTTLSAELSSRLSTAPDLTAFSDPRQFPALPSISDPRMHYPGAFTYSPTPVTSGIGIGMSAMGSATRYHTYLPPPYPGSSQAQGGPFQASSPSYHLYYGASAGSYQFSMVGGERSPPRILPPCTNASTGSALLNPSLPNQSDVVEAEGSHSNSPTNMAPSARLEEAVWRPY
Target sequence (Q13951 whole entry, looked up): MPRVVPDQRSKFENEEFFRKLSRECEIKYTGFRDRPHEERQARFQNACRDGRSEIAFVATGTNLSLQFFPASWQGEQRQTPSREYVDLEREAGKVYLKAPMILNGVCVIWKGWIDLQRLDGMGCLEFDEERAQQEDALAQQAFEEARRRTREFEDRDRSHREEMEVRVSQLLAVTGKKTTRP
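Room-temperature protein-protein interaction test with 30 nM each of His-tagged CBF-beta and biotinylated RUNX1, 15 min with compound, then 90 min with nickel plus streptavidin beads. Signal read in AlphaScreen mode.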
LMNA splice mod: modulators of lamin A splicing. HeLa LMNA splicing GFP/RFP minigene ratio, 48 h. Potency, µM (top dose mostly 46.1 µM), for the others: at the highest dose ratio change, negative = inhibition, hits mostly inhibitors. actives 0.01% (n = 200,000); active means well fitted inhibition curve with a large enough effect in the signal ratio, with a control signal flat, not every such curve was filed as active; inconclusive means small, poorly fitted or top-dose-only effect, or effect the other way, or a change in a side signal; the % refers to the signal ratio; further: potency means the concentration at half of the fitted maximal effect; on the % scale 0 is the no-effect control and ±100 the full control effect
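S3 HeLa cells stably expressing lamin A-EGFP splicing minigene plus DsRed2, 600 cells/well, 48 h compound exposure at 37C. Laser-scanning cytometry; analysed as GFP (500-530 nm)/RFP (575-640 nm) total intensity ratio; 0.5% DMSO vehicle.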
NPSR antag: antagonists of human neuropeptide S receptor cAMP signaling. Q6W5P4. CHO-NPSR cells, cAMP TR-FRET, antagonist mode. Potency, µM (titrated, usually from 38.3 µM), for inactives: top-dose activity change, negative = inhibition, most hits filed as inhibitors. actives 1% (n = 220,000). AID 1461; further: potency means the concentration at half of the fitted maximal effect; on the % scale 0 is the no-effect control and ±100 the full control effect; nearly all actives have a fitted effect of over 50% in size; many of its hits are not listed in these tables
Target sequence (Q6W5P4 whole entry, looked up): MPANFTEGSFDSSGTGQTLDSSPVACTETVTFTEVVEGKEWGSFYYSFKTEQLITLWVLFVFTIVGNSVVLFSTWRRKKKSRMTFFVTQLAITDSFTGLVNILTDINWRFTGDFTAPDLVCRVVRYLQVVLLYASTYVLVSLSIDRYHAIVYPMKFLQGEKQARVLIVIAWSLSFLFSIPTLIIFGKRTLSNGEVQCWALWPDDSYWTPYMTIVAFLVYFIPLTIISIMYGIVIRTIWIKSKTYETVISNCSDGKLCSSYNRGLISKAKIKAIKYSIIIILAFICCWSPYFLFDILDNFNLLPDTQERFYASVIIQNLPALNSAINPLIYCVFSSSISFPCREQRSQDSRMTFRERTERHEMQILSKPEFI
Epigenetic derep: derepresses silenced GFP reporter in murine cells; murine LDR cells, GFP reporter derepression, 30 h; Potency, µM (top dose mostly 53.9 µM), for inactives: top-dose GFP activation, most hits filed as activators; actives 0.2% (n = 280,000); AID 1865; further: potency means the concentration at half of the fitted maximal effect; % of control where 0% means no effect; nearly all actives have a fitted effect of over 60% in size
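Reporter derepression read as number of fluorescent GFP-positive objects, 20-120 um in size, counted by laser-scanning cytometer. Mouse LDR line with an epigenetically silenced CMV-GFP locus; compound incubation 30 h, 37 C.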
* marks the source's active call; other numbers are inactive results; ? = inconclusive; / = no result given; & = joins results of further samples; [ ] = remark or other dose. Unless noted, the call rests on the fitted dose curve; in most records, active means well fitted curve in the direction sought with a large enough effect; inconclusive means small, poorly fitted or top-dose-only effect, or another doubt; inactive means no such curve, though single readings can be large; an effect the other way counts as inactive or inconclusive. This is a subset; the hit share may differ from the screen's.

Order of values – HTT aggregate	IMPase Li inh	Luc counter	CBFb-RUNX1 inh	LMNA splice mod	NPSR antag	Epigenetic derep
> Cc1ccc(C2C=C(c3ccccc3)Nc3nc(N4C(=O)CCC4=O)nn32)cc1 (configuration not stated)
 : 5%	-12%	1%	-1%	/	-20%	-0.1%
> O=C(CSc1ncccc1-c1nc2ccccc2[nH]1)N1CCCCC1
 : -4%	-15%[38.3 µM]	-5%	-3%	1%	?	9.8%
> Cc1noc(C)c1S(=O)(=O)N1CCC(C(=O)NCCCN2CC(C)CC(C)C2)CC1 (configuration not stated)
 : -22%	8%	10%	4%	/	15%	-0.8%
> Cn1c(=O)cc(SCC(=O)N2CCCC2)c2ccccc21
 : -21%	15%[38.3 µM]	0%	0%	-1%	-20%[46.1 µM]	-0.2%
> O=C(CCS(=O)(=O)c1cccc2nsnc12)NC1CCCCCC1
 : 6%	6%[38.3 µM]	-2%	0%	4%	-3%[46.1 µM]	-0.4%
> COc1ccc(N(CC(=O)N2CCN(Cc3ccc4c(c3)OCO4)CC2)S(=O)(=O)c2ccc(F)cc2)cc1
 : -6%[9.22 µM]	/	/	-6%	/	-28%	1.6%
> Brc1cccc(OCCn2ccnc2)c1
 : 5%	21%[38.3 µM]	0%	-1%	-8%	-4%[46.1 µM]	-1.2%
> Cc1cc(Cl)ccc1NC(=S)Nc1cccnc1
 : 10%	10%[38.3 µM]	0%	0%	23%	-9%[46.1 µM]	0.0%
> C/C(=N\NC(=O)CCc1ccc(S(=O)(=O)N2CCOCC2)cc1)c1ccccc1Cl
 : 4%[9.22 µM]	17%	0%	3%	/	-12%	-0.5%
> c1ccc(N2CCN(c3ncnc4c3oc3ccccc34)CC2)cc1
 : ?	49%[activator][38.3 µM]	0%	13%	-13%	-18%[46.1 µM]	-0.9%
> CCC(=O)Nc1cc(C(C)C)c(O)cc1C
 : 18%	0%[38.3 µM]	-3%	5%	-2%	-3%[46.1 µM]	0.0%
> CCS(=O)(=O)N1CCN(c2ccc([N+](=O)[O-])c(NC(C)c3ccccc3)c2)CC1 (configuration not stated)
 : 7%	1%[38.3 µM]	2%	-29%	11%[0.0737 µM]	?	-0.9%
> O=C(OCc1nnc(-c2ccccc2)o1)c1ccccc1
 : 10%	5%	-6%	9%	2%[46 µM]	9%	-1.5%
> Cc1ccc2nc(NC(=O)CC3Oc4ccccc4NC3=O)sc2c1 (configuration not stated)
 : -41%[9.22 µM]	/	/	-1%	/	2%	-1.0%
> O=C(CSc1nnc(CNC(=O)c2cccs2)o1)NCCc1ccccc1
 : -14%	6%	-2%	17%	-1%	-4%[46.1 µM]	3.5%
> COc1cccc(-n2c(Cc3cc(=O)[nH]c(=O)[nH]3)nnc2SCC(=O)N2CCCC2)c1
 : 11%	-8%[38.3 µM]	4%	-5%	-8%	-6%[46.1 µM]	0.0%
> COc1ccccc1N1CCN(C(=O)/C=C/c2ccccc2)CC1
 : 19%	10%	3%	-5%	7%	-5%[46.1 µM]	-0.8%
> O=c1[nH]nc(CNc2ccc(C(F)(F)F)cc2)c2ccccc12
 : -4%	-6%	1%	8%	-13%[46 µM]	-26%	-2.7%
> O=C(CSc1nnc(Cc2ccccc2)o1)N1CCc2ccccc21
 : 11%	5%[38.3 µM]	-2%	5%	-6%	10%[7.67 µM]	6.4%
> CC(=O)NCCNC(=O)c1ccc(NC2=NC3CS(=O)(=O)CC3S2)cc1 (configuration not stated)
 : -20%[9.22 µM]	/	/	4%	/	7%	0.0%
> CCOP(=O)(OCC)C(Nc1cccc([N+](=O)[O-])c1)c1ccccc1 (configuration not stated)
 : -2%[9.22 µM]	/	/	2%	/	7%	-3.2%
> CCOc1ccc(-n2c(SCC(=O)Nc3ccccc3C)n[nH]c2=O)cc1
 : 17%	-1%[38.3 µM]	-1%	4%	10%	-8%[46.1 µM]	-0.3%
> COc1ccc([C@@H]2C[C@H]3CN(c4ccccc4)C(=O)[C@]34CCCN24)c(OC)c1OC
 : -2%[9.22 µM]	21%	1%	-1%	-16%[46 µM]	8%	-4.3%
> COc1ccc(OC)c(Cc2nnc(CCC(=O)NCc3ccsc3)o2)c1
 : 0%[9.22 µM]	5%	-2%	8%	12%[46 µM]	-7%	1.1%
> Cc1cccc(CNC(=O)CCc2nnc(C3CCCCC3)o2)c1
 : -6%	/	/	7%	/	-11%	-2.0%
> O=C(Nc1ccc(Cl)cc1)c1cnc(-c2ccccc2)nc1-c1ccccc1
 : -3%	?	-2%	1%	?	-24%[46.1 µM]	-2.0%
> COc1cccc(C(C)N(C)Cc2nc(-c3ccoc3)oc2C)c1 (configuration not stated)
 : 12%[9.22 µM]	4%	-3%	4%	?	-3%	-1.1%
> COc1ccc2cc(CN(CC3CCCO3)S(=O)(=O)c3ccc(C(C)=O)cc3)c(=O)[nH]c2c1 (configuration not stated)
 : 22%	-13%[38.3 µM]	19%	-6%	5%	-3%[46.1 µM]	0.7%
> CCc1nnc(NC(=O)/C=C/c2ccc(C)o2)s1
 : -10%	3%	-2%	-2%	?	-10%	1.9%
> COc1cc(C(=O)OCCCN=C2NS(=O)(=O)c3ccccc32)cc(OC)c1OC
 : -12%[9.22 µM]	7%	3%	7%	/	35%	0.0%

Next section; the last 2 above are carried over.
Order of values – HTT aggregate	IMPase Li inh	Luc counter	CBFb-RUNX1 inh	LMNA splice mod	NPSR antag	Epigenetic derep
> CCc1nnc(NC(=O)/C=C/c2ccc(C)o2)s1
 : -10%	3%	-2%	-2%	?	-10%	1.9%
> COc1cc(C(=O)OCCCN=C2NS(=O)(=O)c3ccccc32)cc(OC)c1OC
 : -12%[9.22 µM]	7%	3%	7%	/	35%	0.0%
> O=C(CSc1nc2cc([N+](=O)[O-])ccc2n1-c1ccc(F)cc1)NC1CCS(=O)(=O)C1 (configuration not stated)
 : 4%	8%	2%	5%	-8%	-5%	0.0%
> Cc1ccccc1Cn1ccc(NC(=O)c2cnn3c(C(F)(F)F)cc(-c4ccco4)nc23)n1
 : ?	50%[activator][38.3 µM]	0%	-8%	?	-12%[46.1 µM]	0.9%
> Cc1ccc(C)c(C(=O)CN2C(=O)NC3(CCCCCCC3)C2=O)c1
 : 6%	10%	0%	5%	-30%[46 µM]	-14%	-0.9%
> CCOC(=O)C1CCN(CCC(=O)Nc2ccc(C)c(C)c2)CC1
 : 31%	7%	-2%	3%	?	-6%	1.8%
> O=C(O)CNC(=O)C(c1ccccc1)c1ccccc1
 : 0%[9.22 µM]	/	/	?	/	13%	2.8%
> COc1cc(/C=N/NC(=O)CCC(=O)NC2CCCCC2)ccc1C
 : 7%	5%	-1%	8%	7%[46 µM]	4%	-6.3%
> Cc1nn2c(COc3ccc(NC(=O)c4ccccc4)cc3)nnc2c2ccccc12
 : 7%	-11%	-2%	-7%	?	11%	3.9%
> CCOC(=O)NC(Nc1nnc(SCC)s1)(C(F)(F)F)C(F)(F)F
 : 7%	14%[38.3 µM]	-3%	4%	-5%	-13%[46.1 µM]	2.0%
> O=S(=O)(NCCC1=CCCCC1)c1cccc2nsnc12
 : -23%	9%[38.3 µM]	0%	3%	?	?	-1.8%
> CCC(C)N(C(=O)Cn1nnc2ccccc21)C(C(=O)NCc1ccco1)c1cccc(OC)c1 (configuration not stated)
 : 9%	9%[38.3 µM]	2%	-3%	9%	-13%[46.1 µM]	-1.0%
> Cc1ccc(N2C(=O)SC(N(CC(=O)O)c3cccc(C)c3)C2=O)cc1 (configuration not stated)
 : 11%	-7%[38.3 µM]	-5%	7%	3%	-29%[46.1 µM]	-0.9%
> CCN(CC)C(=O)C1CCCN(c2ccc([N+](=O)[O-])cc2/C=N/NC(=O)c2ccccc2)C1 (configuration not stated)
 : ?	12%	1%	-12%	1%	-18%	-1.8%
> Nc1nnc(SCC(=O)NCc2ccc3c(c2)OCO3)s1
 : -14%	17%[38.3 µM]	0%	2%	4%	-4%[46.1 µM]	0.9%
> COC(=O)c1cccc(NC(=S)N2CCN(c3ccccc3F)CC2)c1
 : 4%[9.22 µM]	3%	/	1%	/	16%	0.0%
> COc1cc(/C=N/NC(=O)C(N)=O)cc(OC)c1O
 : -3%	19%	0%	-8%	-1%[46 µM]	-3%	1.1%
> CS(=O)(=O)N1CCN(C(=O)c2c(F)cccc2F)CC1
 : ?	7%[38.3 µM]	3%	13%	-3%	-5%[46.1 µM]	0.0%
> CCOc1ccc(Nc2n[nH]c(=S)s2)cc1
 : 17%	/	/	1%	-6%	-23%[46.1 µM]	0.0%
> CCOC(=O)CCCC(=O)N1CCOCCOCCN(C(=O)CCCC(=O)OCC)CCOCCOCC1
 : 2%[9.22 µM]	0%	-2%	-3%	/	1%	0.0%
> CCOC(=O)NC1(C(F)(F)F)NC(=O)N(Cc2ccco2)C1=O (configuration not stated)
 : 9%	21%[38.3 µM]	-3%	7%	9%	-3%[46.1 µM]	1.0%
> Cc1cccc(OCCCC(=O)NCC(=O)Nc2cccc(C)c2C)c1
 : -10%	-10%	0%	5%	/	-10%	1.1%
> NCCn1oc(=O)[nH]c1=O
 : /	-7%	/	-10%	/	/	5.3%
> CCn1nnc(-c2ccccc2NC(=O)c2cc(OC)cc(OC)c2)n1
 : -8%	25%[38.3 µM]	4%	12%	23%	-21%[46.1 µM]	1.3%
> CC(N)=NCc1cccc(CN)c1
 : /	24%&-4%&23%	0%&3%	1%	?	5%[46.1 µM]	0.0%&0.0%&-1.6%
> CNc1ccc(Br)cc(C(=O)/C=C/c2cccc(OC)c2)c1=O
 : -17%	13%	-2%	-24%	?	9%[46.1 µM]	?
> CCn1ccnc1CN(C)C(=O)CCc1nnc(CCCc2ccccc2)o1
 : 5%[9.22 µM]	1%	/	6%	/	-17%	1.1%
> Cc1cc(OCCCCN2C(=O)NC(C)(C)C2=O)ccc1[N+](=O)[O-]
 : -22%[9.22 µM]	29%	3%	-2%	/	8%	-9.3%
> COc1ccc(C(=O)/C=C/c2ccccc2)c(O)c1
 : 19%	-2%	1%	-9%	?	-34%	5.9%
> CC1Oc2ccccc2OC1C(=O)Nc1ccccn1 (configuration not stated)
 : -30%	5%	-3%	2%	-1%	-5%[46.1 µM]	1.2%
> Cc1nnc2n(Cc3ccccc3)c(=O)c3c4c(sc3n12)COC(C)(C)C4
 : 3%[9.22 µM]	11%[38.3 µM]	1%	2%	29%	?	-1.9%
> CC(=O)c1cccc(N(CC(=O)Nc2ccc(F)cc2)S(C)(=O)=O)c1
 : -13%	-2%	-1%	4%	?	6%	0.0%

From PubChem
